Screening data (PubChem BioAssay)
SW480 rereplic: induces DNA re-replication in SW480 colon adenocarcinoma cells; Potency, µM (series often up to 46.1 µM), inactives show at the top dose re-replication activation, most hits filed as activators; AID 624297; SW480 DNA re-replication, Hoechst DNA content imaging, 48 h; 1.8% of 340,000 active; note: % of control where 0% means no effect; nearly all actives have a fitted effect of over 55% in size
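Image-based read-out: total Hoechst fluorescence of nuclei (405 nm excitation, 500-530 nm emission), with hits raising the fraction of high-intensity nuclei. SW480 colon cells incubated 48 hr with compounds at 37 C.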
KB-3-1 cytotox: KB-3-1 parental cell cytotoxicity; KB-3-1 viability, CellTiter-Glo ATP luminescence, 72 h; Potency, µM (titrated, usually from 46.1 µM), inactives show top-dose activity change, negative = cytotoxic, actives largely listed as cytotoxic; 1.4% of 400,000 active; note: % is set by controls: 0 for no effect and ±100 for the full control effect; nearly all actives have a fitted effect of over 60% in size
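72 h, 37 °C compound treatment of KB-3-1 parental cells; CellTiter-Glo added, 10 min, luminescence read. Data corrected against DMSO-only plates and normalized before curve fitting.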
GLP1R ag: GLP-1 receptor (human) agonism; Potency, µM (highest dose often 45.6 µM), for inactives: top-dose activation, most hits filed as activators; HEK293 GLP-1R CRE-luciferase, luminescence, 4-6 h; cells express a hypersensitive GLP-1R form; 0.007% of 380,000 active; note: % of control where 0% means no effect
Target sequence (P43220 whole entry, looked up): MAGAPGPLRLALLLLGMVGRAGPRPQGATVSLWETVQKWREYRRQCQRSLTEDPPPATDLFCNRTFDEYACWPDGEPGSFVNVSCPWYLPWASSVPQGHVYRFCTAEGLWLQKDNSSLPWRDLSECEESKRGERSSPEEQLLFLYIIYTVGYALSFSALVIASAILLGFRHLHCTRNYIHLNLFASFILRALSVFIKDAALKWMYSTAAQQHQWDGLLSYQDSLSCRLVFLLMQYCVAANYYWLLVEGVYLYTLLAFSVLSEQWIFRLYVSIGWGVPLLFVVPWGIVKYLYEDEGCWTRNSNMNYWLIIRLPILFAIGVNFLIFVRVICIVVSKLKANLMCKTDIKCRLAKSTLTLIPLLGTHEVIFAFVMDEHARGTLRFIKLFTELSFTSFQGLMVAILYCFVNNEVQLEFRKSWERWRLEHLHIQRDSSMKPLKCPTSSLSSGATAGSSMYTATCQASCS
HT1080-NT tox: kills 2HG-producing HT-1080-NT fibrosarcoma cells; HT-1080-NT fibrosarcoma viability, CellTiter-Glo ATP luminescence, 48 h; AID 686970; Potency, µM (top dose mostly 46.1 µM), inactives show top-dose activity, negative = less viability, hits mostly cytotoxic; 1.6% of 360,000 active;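 note: NT is the 2HG producing partner of a matched IDH1 knockdown line; 0% = DMSO-treated cells and -100% = media-only wells without cells; nearly all actives have a fitted effect of over 55% in size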
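A 48-hour cytotoxicity screen used HT-1080-NT cells plated 2 hours before compound delivery. ATP-based CellTiter-Glo luminescence measured viability, normalized to DMSO and no-cell controls.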
GLP-1R inv ag: inverse agonists of human GLP-1 receptor | 1.6% of 410,000 active | HEK293 GLP-1R CRE-luciferase, luminescence, 24 h; GLP-1R form is constitutively active | Potency, µM (series often up to 38.3 µM), for inactives: top-dose activity change, negative = inhibition, usual class: inhibitors | P43220; note: % is set by controls: 0 for no effect and ±100 for the full control effect; nearly all actives have a fitted effect of over 55% in size
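Inverse agonists were sought by their lowering of basal cAMP reporter luciferase output in HEK293 cells stably carrying constitutively active human GLP-1R, after 24 h compound treatment.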
HT1080 IDH1KD tx: toxicity to HT-1080 IDH1 knockdown cells (counter line) | HT-1080 IDH1 knockdown viability, ATP luminescence, 48 h | Potency, µM (top dose mostly 46.1 µM), inactives show at the highest dose activity, negative = toxicity, usual class: cytotoxic | 2% of 360,000 active;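 note: 0% = DMSO wells and -100% = cell-free medium wells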
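Using the IDH1-knockdown HT-1080 line run in the same batch and compound series as the NT line, viability after 48 h at 37 °C was determined by CellTiter-Glo luminescence and expressed as % activity.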
KB-V1 cytotox: KB-V1 MDR subline cytotoxicity; KB-V1 MDR cells viability, CellTiter-Glo, 72 h; Potency, µM (titrated, usually from 46.1 µM), for the others: top-dose activity change, negative = cytotoxicity, actives largely listed as cytotoxic; 3.4% of 400,000 active; note: % is set by controls: 0 for no effect and ±100 for the full control effect; nearly all actives have a fitted effect of over 60% in size
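Drug-selected KB-V1 cells, grown in DMEM lacking phenol red with 10% FBS, receive compound titrations; after three days at 37 degrees C, surviving cell ATP is quantified by CellTiter-Glo luminescence and responses normalized and curve-fitted.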
GLP1R cytotox: cytotoxic in the GLP-1 receptor inverse agonist counter-screen | HEK293 cAMP-luciferase reporter cells, luminescence, 24 h | 0.13% of 410,000 active | AID 624418 | Potency, µM (titrated, usually from 38.3 µM), inactives show at the highest dose activity change, negative = inhibition, usual class: inhibitors;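 note: loss of luciferase light is scored as toxicity; % is set by controls: 0 for no effect and ±100 for the full control effect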
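Quantitative HTS format, 1536 wells, 200 cells/uL seeded. Compounds: 23 nL, 24 h, 37 °C. Detection: luciferase reagent, luminescence at 12 min RT; decreased signal taken as cytotoxic.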
TDP-43 yeast inh: inhibitors of TDP-43 toxicity in yeast. TDP-43 expressing yeast growth rescue, BacTiter-Glo, 24 h. Potency, µM (titrated, usually from 46.1 µM), without a hit: at the top dose growth rescue (activation), actives largely listed as activators. 1.8% of 410,000 active. AID 652104; note: % of control where 0% means no effect; nearly all actives have a fitted effect of over 50% in size
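Galactose-induced TDP-43 yeast, OD600=0.02, compound pinned; 24 hr, 30 deg C; BacTiter-Glo luminescence for growth. Inhibitors of TDP-43 toxicity read as activators.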
The depositor's hits bear a star; u = inconclusive; x = not tested or not shown; & = joins results of further samples; [ ] = dose if it differs, or a comment. Calls come from the whole dose curve; as a rule, active = well fitted curve in the direction sought with a large enough effect; inconclusive = small, poorly fitted or top-dose-only effect, or another doubt; inactive = no such curve, though single readings can be large; an effect the other way counts as inactive or inconclusive. Potency is the fitted concentration of half-maximal effect.

SMILES	SW480 rereplic	KB-3-1 cytotox	GLP1R ag	HT1080-NT tox	GLP-1R inv ag	HT1080 IDH1KD tx	KB-V1 cytotox	GLP1R cytotox	TDP-43 yeast inh
Cn1cc(S(=O)(=O)N2CCC3(CC2)OCCO3)c(=O)n(C)c1=O	-10%	7%	-2%	3%	11%	9%	u	0%	0%
COc1ccccc1NC(=O)CN1CCN(c2ccc(F)cc2)CC1	u	3%	12%	0%	u	4%	-2%	-4%	4%
COC(c1ccccc1)c1nnc(CCC(=O)N2CCN(C3CCCC3)CC2)o1 (configuration not stated)	8%	x	-1%	-2%	-6%	2%	x	5%	14%
CCOc1ccccc1NC(=O)NC(=O)N(C)S(C)(=O)=O	-37%[inhibitor]	18%	-1%	u	-19%	6%	-8%	7%	-2%
CC1CCCN(CC(=O)Nc2cc(Cl)ccc2Oc2ccccc2)C1 (configuration not stated)	u	u	15%	-24%	u	u	2%	3%	-8%
N#Cc1cccnc1N1CCN(C(=O)c2cccc3c2C(=O)c2ccc(-c4ccc(Cl)c(C(F)(F)F)c4)cc2S3(=O)=O)CC1	1%	6%	11%	9%	20%	1%	25%	-10%	9%
CC1(C(=O)NS(=O)(=O)c2cccc(C#N)c2)CCN1C(=O)C1CCCCC1 (configuration not stated)	x	0%	-1%	19%	24%	9%	-13%	3%	8%
O=C(c1cccc(S(=O)(=O)N2CCOCC2)c1)N(CCO)Cc1ccccc1	18%	0%	0%	7%	17%	9%	15%	9%	0%
CC(=O)Nc1ccc(C2=CC(=O)C[C@H](c3ccc(Cl)cc3)C2)cc1	u	14%	9%	-12%	-4%	-18%	12%	1%	35µM*
O=C1Nc2cc(C(=O)N3CCc4ccccc4C3)ccc2S/C1=C\c1ccccc1	-2%	5%	2%	9%	u	5%	0%	1%	u
Cc1cccc(NS(=O)(=O)c2cc(C(=O)OCC(=O)Nc3cc(C)on3)ccc2C)c1	-5%	-11%	0%	-1%	0%	0%	16%	-13%	-5%
COCCn1c(=NC(=O)/C=C/c2ccccc2)sc2cc(NC(C)=O)ccc21	7%	u	1%	-13%	19%	-13%	u	103%[activator]	13%
O=c1c2cccc3c2c(nn1-c1ccccc1)-c1ccccc1-3	5%	-13%	22%	-14%	6%	-13%	-20%	-1%	2%
Cc1cccc(Nc2nnc(SCC(=O)NC3CCCc4ccccc43)s2)c1C (configuration not stated)	4%	u	5%	-25%	8.9µM*	-21%	-66%	-19%	11%
O=C(CC(NS(=O)(=O)c1ccc(Cl)cc1)c1ccco1)NCc1cccnc1 (configuration not stated)	-3%	-2%	-1%	-3%	14%	-1%	-7%	-2%	27%

Six entries from above, reformatted.
SMILES | SW480 rereplic | KB-3-1 cytotox | GLP1R ag | HT1080-NT tox | GLP-1R inv ag | HT1080 IDH1KD tx | KB-V1 cytotox | GLP1R cytotox | TDP-43 yeast inh
COCCn1c(=NC(=O)/C=C/c2ccccc2)sc2cc(NC(C)=O)ccc21 | 7% | u | 1% | -13% | 19% | -13% | u | 103%[activator] | 13%
O=C(CC(NS(=O)(=O)c1ccc(Cl)cc1)c1ccco1)NCc1cccnc1 (configuration not stated) | -3% | -2% | -1% | -3% | 14% | -1% | -7% | -2% | 27%
CCOc1ccccc1NC(=O)NC(=O)N(C)S(C)(=O)=O | -37%[inhibitor] | 18% | -1% | u | -19% | 6% | -8% | 7% | -2%
Cc1cccc(NS(=O)(=O)c2cc(C(=O)OCC(=O)Nc3cc(C)on3)ccc2C)c1 | -5% | -11% | 0% | -1% | 0% | 0% | 16% | -13% | -5%
N#Cc1cccnc1N1CCN(C(=O)c2cccc3c2C(=O)c2ccc(-c4ccc(Cl)c(C(F)(F)F)c4)cc2S3(=O)=O)CC1 | 1% | 6% | 11% | 9% | 20% | 1% | 25% | -10% | 9%
O=c1c2cccc3c2c(nn1-c1ccccc1)-c1ccccc1-3 | 5% | -13% | 22% | -14% | 6% | -13% | -20% | -1% | 2%

Back to the main list; the 3 compounds before the break are reprinted first.
SMILES	SW480 rereplic	KB-3-1 cytotox	GLP1R ag	HT1080-NT tox	GLP-1R inv ag	HT1080 IDH1KD tx	KB-V1 cytotox	GLP1R cytotox	TDP-43 yeast inh
O=c1c2cccc3c2c(nn1-c1ccccc1)-c1ccccc1-3	5%	-13%	22%	-14%	6%	-13%	-20%	-1%	2%
Cc1cccc(Nc2nnc(SCC(=O)NC3CCCc4ccccc43)s2)c1C (configuration not stated)	4%	u	5%	-25%	8.9µM*	-21%	-66%	-19%	11%
O=C(CC(NS(=O)(=O)c1ccc(Cl)cc1)c1ccco1)NCc1cccnc1 (configuration not stated)	-3%	-2%	-1%	-3%	14%	-1%	-7%	-2%	27%
Cc1ccc(SC[C@H](c2ccccc2)N2CCN(CCc3ccccc3)CCC2=O)cc1	0%	-17%	0%	0%	u	-4%	-2%	-4%	15%
O=C(/C=C/c1ccccc1)CCN1CCOCC1	8.2µM*	u	1%	u	10%	18µM*	u	u	-86%[inhibitor]
C/C(=N\NC(=O)c1cccc(C)c1)c1ccc(N2CCOCC2)cc1	-3%	14%	-5%	20%	-18%	6%	-2%	-18%	6%
CCC(=O)N(c1nnc(SCC(=O)NN2C(=O)NC3(CCC(C)CC3)C2=O)s1)C1CC1 (configuration not stated)	u	14%	1%	5%	13%	1%	u	-39%	9%
CCOC(=O)c1c(-c2ccccc2)oc2ccc(NS(=O)(=O)c3cc(C)c(C)cc3C)cc12	x	-8%	x	x	4.5µM*	x	-21%	8%	19%
O=C(NC(=S)NCCCN1CCOCC1)c1ccc([N+](=O)[O-])cc1	-15%	2%	7%	15%	20%	-4%	-4%	-19%	-3%
COc1cc(CNCc2ccc(OC)c(OC)c2OC)cc(OC)c1	-6%	-12%	3%	0%	u	u	u	-28%	-6%
CCn1ccc(C(=O)NCc2ccc3c(c2)OCO3)n1	-6%	0%	8%	3%	13%	9%	11%	11%	15%
CC(C)(C)c1ccc(CC(=O)N2CCC2(C)C(=O)NS(=O)(=O)c2cccc(Cl)c2)cc1 (configuration not stated)	x	0%	1%	-5%	u	8%	5%	3%	0%
CCOc1ccc(-n2c(=O)c3c4c(sc3n(Cc3cc(=O)n5cc(Cl)ccc5n3)c2=O)CCC4)cc1	x	-1%	x	x	7%	x	u	-2%	16%
Cc1cc(N2C(=O)C3C4C=CC(C4)C3C2=O)ccc1NC(=O)c1cccs1 (configuration not stated)	-2%	6%	-5%	-1%	-2%	14%	-3%	24%	-10%
COc1ccc(C(C)(C)C)cc1NC(=O)COC(=O)c1cnc(C)cn1	0%	7%	-6%	6%	7%	2%	3%	7%	-14%
O=C(NCC1CCCO1)c1csc2c1CCCCC2 (configuration not stated)	1%	4%	2%	0%	2%	11%	-22%	9%	-11%
Cn1c(SCc2ccccc2[N+](=O)[O-])nnc1-c1cccnc1	-9%	-1%	4%	0%	9%	3%	9%	3%	0%
O=[N+]([O-])c1ccc(Sc2ncccn2)c([N+](=O)[O-])c1	u	3%	-1%	29µM*	u	13µM*	-34%	u	u

Marked active in GLP-1R inv ag, of those listed so far:
Structure | SW480 rereplic | GLP1R ag | GLP-1R inv ag
Cc1cccc(Nc2nnc(SCC(=O)NC3CCCc4ccccc43)s2)c1C (configuration not stated) | 4% | 5% | 8.9µM*
CCOC(=O)c1c(-c2ccccc2)oc2ccc(NS(=O)(=O)c3cc(C)c(C)cc3C)cc12 | x | x | 4.5µM*

(more compounds)
SMILES	SW480 rereplic	KB-3-1 cytotox	GLP1R ag	HT1080-NT tox	GLP-1R inv ag	HT1080 IDH1KD tx	KB-V1 cytotox	GLP1R cytotox	TDP-43 yeast inh
Cc1onc(-c2ccccc2Cl)c1C(=O)Nc1c(C)n(C)n(-c2ccccc2)c1=O	-6%	18%	-1%	0%	-4%	0%	17%	-8%	-21%
COc1cc(C(=O)CSc2nccn2C)cc(OC)c1OC	-6%	-2%	6%	8%	7%	-8%	3%	1%	-6%
CCn1c(O)c(/C=N/N=C2CCCCC2)c2cc(C3=NNC(=O)CC3)ccc21	3%	0%	18%	-3%	85%[activator]	5%	8%	18%	-12%
O=C(NCCCN1CCOCC1)c1cc2ccccc2o1	-18%	29%	2%	5%	-9%	u	-16%	10%	-11%
CC(=O)N1c2ccc(S(=O)(=O)N(C)c3cc(C)ccc3C)cc2CC1C (configuration not stated)	-2%	-2%	9%	1%	-18%	6%	-24%	-6%	0%
O=C(c1ccc(F)cc1)C1CCN(Cc2ccccc2)CC1	0%	0%	-4%	-2%	-13%	-1%	-24%	-9%	13%
CCCCSc1ncnc2c1c(-c1ccccc1)cn2-c1cccc(F)c1	x	0%	x	x	1%	x	22%	12%	-3%
CCCOC(=O)c1ccc(Oc2c(-c3ccc(OCC)cc3O)n[nH]c2C)cc1	-2%	-8%	-8%	u	u	u	1%	u	-9%
CC1(C)CC(=O)c2sc(NS(=O)(=O)Cc3ccccc3)nc2C1	-4%	-11%	-7%	8%	4%	11%	21%	1%	1%
CCNc1nc(-c2ccc(OC(F)F)cc2)c(C)s1	-3%	-5%	29%	11%	u	6%	19%	3%	-21%[0.397 µM]
Cc1ccc(NC(=O)CCN2C(=O)NC3(CCCC3)C2=O)c(C)c1	-1%	1%	0%	0%	10%	-3%	-17%	10%	5%
Cc1cc(NC(=O)c2cc(F)c(F)cc2Cl)no1	0%	6%	3%	25%	59%[activator]	18%	15%	21%	20%
COc1ccc(C)cc1NC(=O)CN1CCN(S(=O)(=O)c2ccc(Br)cc2)CC1	-3%	-3%&2%	-1%	-7%	5%&5%	-1%	3%&-3%	1%&-7%	24%&3%
O=C(CSc1ncc(-c2ccc(Cl)cc2)[nH]1)Nc1ccccc1F	x	-14%	x	x	-22%	x	-3%	-2%	24%
O=C(CSc1nc(=O)n2cc(Cl)ccc2n1)Nc1cccc2ccccc12	24%	u	-5%	u	-19%	-14%	26µM*	-1%	7.1µM*
COc1ccc(CNC(=O)c2noc3c2CCCC3)cc1	-3%	11%	3%	9%	0%	10%	-1%	3%	3%
CC1(C)CC(=O)c2ccc(OCc3ccc([N+](=O)[O-])cc3)cc2O1	-10%	-1%	6%	-24%	16%	-1%	u	7%	21%
CCOC(=O)N1CCN(C(=O)c2cc3cc(C)ccc3[nH]2)CC1	-7%	3%	0%	9%	-5%	10%	-3%	-7%	u
